Bioassay records deposited in PubChem by several laboratories.
TRAIL sens C8 – sensitizes caspase-8 expressing cells to TRAIL. NB7+C8 cells + TRAIL, ATPlite viability luminescence. inhibition (viability loss, TRAIL sensitization), % at 10 µM. 1% of 360,000 active. AID 624354;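 active = compounds causing at least 50% loss of cell viability in the single-dose screen, relative to plate controls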
Shn3 3UTR inh – Schnurri-3 reporter inhibition in Clone20 osteoblasts | inhibition, % at 12.5 µM | 0.52% of 360,000 active | Clone20 osteoblast Shn3 3'UTR firefly luciferase, 24 h;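 active = mean inhibition of at least 75% with every replicate also reaching 75%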;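 also: 0% = median of neutral control wells and 100% = pilot-screen positive control compound; some compounds past the cut are filed as inactive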
TROY NFkB inh – TROY signaling inhibition; Q293 LMP1-TROYcd NF-kB luciferase reporter, 4 h; inhibition, % at 10 µM; 0.98% of 360,000 active;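 active = compounds whose plate-normalised and pattern-corrected inhibition of the luciferase reporter signal at the single screening dose is 50% or more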
KKLEB cytotox – reduces viability of KKLEB cystic fibrosis airway cells; 0.36% of 360,000 active; KKLEB CF airway cells viability, ATPlite luminescence, overnight; stronger effect = lower value; cells stimulated with P. aeruginosa culture filtrate; activity change (cytotoxicity), % at 5 µM;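 active = corrected activity change at or below -50% at 5 µM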
HIF-2a inh – blocks HIF-2a reporter activity; 786-0 RCC cells HIF-2a reporter, luciferase luminescence, overnight; inhibition, % at 18.8 µM; 0.72% of 360,000 active;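 active = inhibition of the luminescence signal of 40% or more relative to plate controls, in a single-dose primary screen at 18.75 µM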
MITF TRPM1 inh – reduces MITF-dependent TRPM1 promoter luciferase signal. SK-MEL-5 TRPM1 promoter luciferase, 24 h. inhibition, % at 12.5 µM. 0.83% of 330,000 active;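 active = mean inhibition across replicates of 60% or more, whatever share of single replicates reaches that level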; also: values of inactives mirror those of a sister screen read the other way
Peg3 prom inh – inhibitors of Peg3 promoter | HeLa PEG-Prom luciferase reporter, luminescence, overnight | inhibition, % at 20 µM | 1.7% of 360,000 active;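 active = inhibition of at least 50% at 20 µM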
NR2E3 ag-1 – agonists of human nuclear receptor NR2E3; GST-NR2E3/biotin-RetCOR TR-FRET, 1536-well; inhibition of corepressor binding, % at 4.78 µM; 0.12% of 320,000 active; AID 2300;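 active = percent inhibition above the cutoff of mean plus 3 SD of all tested compounds, set per screening campaign, cut at about 20% in these data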;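 also: 0% = DMSO wells and 100% = biotin wells as full block of FRET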
Target sequence (Q9Y5X4 whole entry, looked up): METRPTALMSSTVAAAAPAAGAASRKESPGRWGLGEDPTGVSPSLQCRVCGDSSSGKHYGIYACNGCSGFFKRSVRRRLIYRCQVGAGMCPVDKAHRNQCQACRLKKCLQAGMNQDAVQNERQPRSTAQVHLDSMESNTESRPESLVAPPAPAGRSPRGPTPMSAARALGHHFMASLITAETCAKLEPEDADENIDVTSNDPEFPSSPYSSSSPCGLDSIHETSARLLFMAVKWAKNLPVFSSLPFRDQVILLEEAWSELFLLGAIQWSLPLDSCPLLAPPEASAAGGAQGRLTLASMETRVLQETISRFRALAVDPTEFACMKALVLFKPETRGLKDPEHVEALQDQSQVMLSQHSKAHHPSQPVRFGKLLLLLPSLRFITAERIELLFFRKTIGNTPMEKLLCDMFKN
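Format: 1536-well format; test system: GST-NR2E3 and biotin-RetCOR proteins; read-out basis: percent inhibition of TR-FRET ratio; timing: 5 h incubation at 4 °C; detection: time-resolved FRET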
CF NFkB block – blocks PAF-induced NF-kB reporter in cystic fibrosis cells | KKLEB NF-kB-GFP reporter, GFP fluorescence overnight | inhibition, % at 5 µM | 0.86% of 360,000 active;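 active = at least 50% inhibition at 5 µM, scaled per plate between neutral and stimulator controls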;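 also: PAF is a Pseudomonas aeruginosa culture filtrate used as stimulus; plate controls were PAF-stimulated DMSO wells for no effect and unstimulated DMSO wells for full effect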
NR2E3 ag-2 – agonists of human NR2E3 nuclear receptor; CHO-S Gal4-NCOR/VP16-NR2E3 two-hybrid, luciferase; AID 602229; 0.35% of 360,000 active; inhibition of corepressor binding, % at 3.98 µM;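 active = inhibition above the mean of all tested compounds plus 3 SD, cut at about 70% in these data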;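 also: 0% = DMSO with NR2E3 transfected cells and 100% = cells lacking NR2E3 construct; higher means lower luciferase signal from less NR2E3 corepressor binding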
TWEAK-Fn14 inh – inhibitors of TWEAK-Fn14 interaction signaling. TWEAK-stimulated Fn14 reporter cells, luciferase luminescence, 8 h. inhibition, % at 10 µM. 2% of 360,000 active; in the data active = inhibition above about 50%
Active calls of the source: *; . = not tested or not shown. A portion of the library; count on the stated rates, not on these rows.

SMILES	TRAIL sens C8	Shn3 3UTR inh	TROY NFkB inh	KKLEB cytotox	HIF-2a inh	MITF TRPM1 inh	Peg3 prom inh	NR2E3 ag-1	CF NFkB block	NR2E3 ag-2	TWEAK-Fn14 inh
CC(C)(C)[C@H]1C=C(C(=O)NCc2nc3ccccc3[nH]2)O[C@@H](OCc2ccc(CO)cc2)C1	9.6	2.0	6.0	-4.7	0.8	-0.4	20.9	-1.8	-12.6	-11.4	5.0
Cn1ncc(Cl)c1C(=O)Nc1ccc(Cl)cn1	-2.8	-83.2	-51.2	-4.9	-130.7	-32.9	-88.9	-2.6	2.1	-10.6	-12.1
COc1ccccc1CNC(=O)c1cccs1	5.3	1.5	-25.9	-6.0	-8.2	8.1	-1.2	2.9	-3.6	-12.3	0.9
O=C1NC(=O)C(CCc2ccccc2)(c2ccccc2)N1 (stereo unspecified)	4.9	7.1	2.8	14.8	17.5	-5.9	-33.5	.	7.3	-21.6	-10.6
COc1ccc(C(C)(O)c2nc(-c3ccc(S(C)(=O)=O)cc3)cs2)cc1 (stereo unspecified)	-12.0	-8.2	1.0	-12.6	9.4	.	14.9	.	-4.4	20.7	-18.3
Cc1nc(SCC(=O)c2cc3ccccc3oc2=O)c(C#N)c(-c2cccs2)c1C(=O)Nc1ccccc1	-3.1	14.2	16.9	11.2	7.8	15.3	31.6	5.0	0.5	-12.4	24.6
CC(=O)c1cccc(NC(=O)CN2C(=O)NC3(CCCCCCC3)C2=O)c1	-3.0	-6.3	-8.3	-4.3	8.8	-9.0	13.7	4.0	-8.4	-30.0	-9.3
COCCOc1ccc(C(F)(F)F)cc1NC(=O)COC(=O)c1cc[n+]([O-])cc1	-7.3	-1.2	-5.0	-11.7	10.7	-0.8	5.9	1.7	5.7	-4.2	-9.6
COc1cccc(NC(=O)CN(C)C(=O)c2ccc(Cl)c(S(=O)(=O)N3CCCCCC3)c2)c1	8.6	-16.7	-12.1	3.2	-15.5	12.7	6.2	.	22.3	16.8	7.6
Cc1ccc(-c2cc([C@H]3[C@H]4C=CC[C@@H](C)[C@@H]4C(=O)N3Cc3ccccc3)ccc2F)cc1	15.2	11.4	2.1	-23.3	17.5	19.1	-5.7	-0.6	36.4	-13.6	-11.6

3 structures out of the list, ordered by count of non-hydrogen atoms, ascending:
SMILES	TRAIL sens C8	Shn3 3UTR inh	TROY NFkB inh	KKLEB cytotox	HIF-2a inh	MITF TRPM1 inh	Peg3 prom inh	NR2E3 ag-1	CF NFkB block	NR2E3 ag-2	TWEAK-Fn14 inh
COc1ccccc1CNC(=O)c1cccs1	5.3	1.5	-25.9	-6.0	-8.2	8.1	-1.2	2.9	-3.6	-12.3	0.9
CC(=O)c1cccc(NC(=O)CN2C(=O)NC3(CCCCCCC3)C2=O)c1	-3.0	-6.3	-8.3	-4.3	8.8	-9.0	13.7	4.0	-8.4	-30.0	-9.3
COc1cccc(NC(=O)CN(C)C(=O)c2ccc(Cl)c(S(=O)(=O)N3CCCCCC3)c2)c1	8.6	-16.7	-12.1	3.2	-15.5	12.7	6.2	.	22.3	16.8	7.6

Remaining list, next part
SMILES	TRAIL sens C8	Shn3 3UTR inh	TROY NFkB inh	KKLEB cytotox	HIF-2a inh	MITF TRPM1 inh	Peg3 prom inh	NR2E3 ag-1	CF NFkB block	NR2E3 ag-2	TWEAK-Fn14 inh
COCC1CCCCN1C(=O)c1ccc(OC)c(OC2CCN(C(C)C)CC2)c1 (stereo unspecified)	-7.4	-26.5	-15.2	13.7	-120.2	-30.6	-125.5	-1.3	-22.7	-63.2	-35.4
CCOC(=O)c1cc(C)sc1/N=C/C1C(=O)CCCC1=O	-16.2	11.2	4.9	-5.4	-4.8	-10.8	-15.6	1.3	-7.5	-2.0	3.1
Cc1ccc(/C=N/N2CCN(c3ccncc3S(=O)(=O)N3CCCCC3)CC2)cc1	-2.8	-9.6	12.8	-4.3	14.0	4.8	6.2	-0.5	-2.5	-9.6	10.9
CC(=NNC(=S)N1CCN(c2ccccn2)CC1)c1nccs1	12.2	85.3*	12.8	5.8	-129.4	.	24.2	.	65.5*	90.0*	104.3*
Cc1cccc(NC(=O)CCCN2C(=S)NC(C)(C)CC2C)c1C (stereo unspecified)	-6.0	-10.2	-18.1	2.6	11.2	-6.0	9.9	-0.7	-6.1	-20.2	-11.2
CCOC(=O)C(C)CC(C)C(=O)N1CCOCCOCCN(C(=O)C(C)CC(C)C(=O)OCC)CCOCC1 (stereo unspecified)	-5.2	2.3	-18.1	-5.6	16.2	-2.3	-2.4	-0.1	-6.0	3.7	-2.8
COc1cccc(OC)c1CNC(=O)C1CCC(=O)N(CC2CCCCC2)C1 (stereo unspecified)	2.0	-21.0	-41.2	-10.6	-19.4	0.6	-9.8	2.0	-7.3	4.0	-4.6
COc1ccc([N+](=O)[O-])cc1NC(=O)CCC(=O)c1cccs1	2.2	8.2	7.2	-1.5	4.0	12.2	-13.1	-2.7	-3.6	13.2	-4.2
CN1CCN(C(=O)c2ccc(Cl)c(S(=O)(=O)N3CCCCC3)c2)CC1	-5.8	10.0	9.8	-0.4	2.7	10.8	4.4	-0.3	6.8	-12.4	3.1
Cc1cn(CC(=O)N[C@H](CO)Cc2c[nH]c3ccccc23)c(=O)[nH]c1=O	-16.3	4.7	-6.2	2.2	14.6	-0.6	-6.5	.	-5.1	5.6	9.2
O=C(O)CC(C(=O)Nc1cccc(C(F)(F)F)c1)C1CCCO1 (stereo unspecified)	-6.5	-12.3	-9.5	10.4	6.9	0.5	3.1	-1.1	-8.7	-8.5	-12.3
Cc1c(C(=O)N2CCOCC2)sc(NC(=O)CCl)c1C#N	8.0	8.1	17.9	-3.3	0.3	12.8	6.1	-0.6	5.9	-21.6	15.1
COc1ccc(/C=N/NC(=O)c2cc(-c3cccn3C)n[nH]2)cc1OC	-4.3	-17.7	-9.7	-10.5	-10.5	-19.9	-5.1	-5.6	-16.5	-11.1	17.4
NC(=O)CC(NC(=O)Cc1cccc2ccccc12)c1ccc(N2CCC(Br)CC2)c([N+](=O)[O-])c1 (stereo unspecified)	-4.9	9.2	8.2	9.7	4.4	-10.3	16.6	-0.4	-16.6	-14.6	-29.1
Cn1c(Cc2ccccc2)nnc1SCC(=O)Nc1ccc2c(c1)OCO2	17.5	-0.3	-2.7	1.7	13.1	-8.5	11.6	1.9	-19.6	-11.4	-16.8
Nc1c(Cl)c(Cl)nc(C(=O)OCC(=O)NC2CCCCC2)c1Cl	-14.1	-12.4	5.8	6.8	13.6	5.0	13.2	1.7	-9.0	-33.6	-9.2
COc1ccc(CCNC(=S)c2ccccc2)cc1OC	18.3	51.7	16.7	-13.9	-2.4	5.5	0.0	3.3	12.3	-20.7	18.6
CC(O)[C@H]1CNC(=O)C(=O)N1CCc1cccc(F)c1 (stereo partly specified)	9.4	37.3	-6.5	-10.0	-17.6	-6.1	7.1	0.5	-6.3	-25.3	-2.1
CCN1C(=O)c2cccc3c(S(=O)(=O)N4CCCC4C(=O)O)ccc1c23 (stereo unspecified)	-6.1	2.7	9.7	0.1	16.7	-4.7	-10.4	3.7	9.7	-21.4	9.5
CN1CCN(C(=O)C2=C[C@@H](C3CCCCC3)C[C@@H](OCc3ccc(CO)cc3)O2)CC1	-4.8	12.5	-11.7	8.0	-7.6	-12.2	5.5	-3.3	-11.6	-2.8	-10.4
O=C(Oc1ccc(-c2nccc(-c3ccccn3)n2)cc1)c1cccc(C(F)(F)F)c1	4.5	-101.9	-88.7	13.2	-228.1	-83.7	-280.5	2.6	-11.2	-13.5	-20.3
O=C(CN1C(=O)NC2(CCc3ccccc32)C1=O)c1ccc(Cl)cc1 (stereo unspecified)	2.1	3.8	-25.7	-0.5	13.9	3.9	-4.5	-1.5	1.4	3.5	-7.1
CS(=O)(=O)Nc1ccccc1-c1cccc2nccn12	-13.5	-26.0	-11.7	-0.8	12.1	.	10.1	.	-15.4	-55.6	-4.3
CC1=CC(=O)C(C(C)C)=CC1=NC(=O)c1ccc(C)cc1	-4.6	47.7	-10.4	3.5	-57.7	14.1	14.9	2.0	-12.9	1.5	-0.9
CCCCC(CC(O)COCCC)C(=O)NN (stereo unspecified)	0.3	17.9	8.1	13.8	22.1	9.2	5.8	4.4	-14.5	6.2	1.3
CC(=O)N1CCN(C(=O)c2cccc(S(=O)(=O)N3CCN(c4ccccc4)CC3)c2)CC1	2.4	5.8	7.6	-4.7	7.2	-0.4	10.6	4.8	8.7	14.7	-3.1
CCCCC#Cc1ccccc1CC(=O)Nc1ccccc1	-5.5	7.1	-11.5	-10.1	-7.2	-0.6	-11.6	4.3	10.2	16.6	12.4
COc1ccccc1NCC(=O)N/N=C(\C)c1cccs1	4.2	6.2	10.5	2.5	-98.2	-17.1	-58.3	2.1	0.8	-13.1	-6.7
CC(C)N(C(=NCc1ccccc1)NC(=O)c1ccccc1)C(C)C	-1.4	-12.8	-10.3	-6.1	1.3	0.7	3.0	-0.3	-4.4	-8.1	8.2
CCOc1ccccc1NC(=O)c1cccc2c1C(=O)N(C1CCCCC1)C2	-6.8	14.6	-3.5	1.2	3.7	19.6	10.8	1.0	-9.2	4.0	-12.0
NC(=O)c1ccc(NC(=O)COC(=O)c2ccc(Br)o2)cc1	-8.4	-7.3	3.3	3.0	13.8	-9.5	-1.0	2.6	15.7	-19.3	-4.4
FC(F)(F)Oc1ccc(NC(=S)Nc2ccccc2N2CCOCC2)cc1	0.1	8.4	-3.2	5.1	5.4	9.7	17.9	2.9	-5.0	-8.7	4.6
CCc1cccc(CC)c1NC(=O)Cn1c(-c2ccccc2Cl)nc2ccccc21	4.2	0.0	-15.1	-2.5	-58.0	-11.3	-34.7	6.6	-2.9	-33.3	-26.1
CC1(C)Oc2ccc(C(=O)Nc3ccccc3)cc2N(CC#N)C1=O	4.1	-37.0	-18.3	-3.7	-110.5	-22.4	-49.5	1.3	1.6	-42.8	-13.7
O=C(CNc1ccccc1)N/N=C/c1c[nH]c2ccccc12	5.7	-8.3	12.3	-9.6	13.0	18.8	21.5	-1.2	-5.5	-8.7	5.4
Cc1cc(C)c(C)c(S(=O)(=O)N2CCN(CC(=O)Nc3sccc3C#N)CC2)c1C	-8.3	9.2	7.2	6.8	26.9	2.8	-1.0	-2.9	12.1	-0.3	18.6
C[C@@]12CCC3[C@@](CCC4[C@@]3(C)CCC[C@@]4(C)C(=O)NCc3ccccc3)(CC1=O)C2 (stereo partly specified)	8.5	-14.9	3.1	9.9	9.7	0.8	14.4	0.1	21.4	-7.0	16.2
O=C(Nc1ccc(Cl)cc1)c1ccc2sc([C@@H]3O[C@H](CO)[C@H](O)[C@H](O)[C@H]3O)nc2c1	-9.3	-5.6	-40.3	-5.4	-105.5	.	-92.4	.	4.3	-10.1	-8.9
c1ccc(CSc2ncn[nH]2)nc1	-9.7	-27.5	14.1	-3.2	11.0	5.5	0.0	6.4	-11.0	-5.8	5.9
FC(F)(F)c1nnc2ccc(NCn3nnc4ccccc43)nn12	2.2	1.2	7.3	-9.2	6.3	-0.3	1.3	2.0	-2.4	3.6	7.0
Cn1c(C(=O)Nc2ccccc2)cc2sccc21	2.4	-126.1	-40.1	3.8	-241.8	-28.9	-169.3	1.9	3.5	-69.2	12.1
Cc1cccc(OCC(=O)Nc2cc(C)ccc2O)c1	1.1	19.4	-14.5	-2.2	-28.2	1.6	-61.2	-2.0	-0.7	-4.9	1.4
